A-T KAP1 phos: potential ataxia-telangiectasia treatments restoring KAP-1 phosphorylation. […] A-T fibroblasts, KAP-1 phosphorylation AlphaLISA; neocarzinostatin DNA damage 30 min before lysis. Potency, µM (doses to about 57.5 µM), for inactives: top-dose activation, actives largely listed as activators. 0.19% of 320,000 active; note: potency is the fitted concentration of half-maximal effect; % of control where 0% means no effect; nearly all actives have a fitted effect of over 45% in size
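ATM-like activity read as KAP-1 phosphorylation via AlphaLISA donor/acceptor antibody pairs after lysis and 6 hr at 25C. Cells were ATM-null patient fibroblasts ([…], hTERT), dosed 60 min, then exposed to the DSB inducer NCS for 30 min.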
USP2a block: inhibitors of human ubiquitin-specific protease USP2a; USP2 core, Ub-CHOP2 coupled fluorogenic reporter, 485/531; Potency, µM (doses to about 38.3 µM), for the others: at the top dose activity change, negative = inhibition, actives largely listed as inhibitors; 0.01% of 330,000 active;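 note: potency is the fitted concentration of half-maximal effect; plate controls were DMSO wells for no effect and full inhibition by NEM control for full effect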
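Deubiquitinase activity read as fluorescence (485/531 nm) after Ub-CHOP2 cleavage activates the enterokinase reporter on its substrate; USP2 core 10nM, Ub-CHOP2 and substrate 25nM each, 30min compound preincubation then 60min RT; data normalized to NEM, curves fitted.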
TRPV1 ag: activates the human vanilloid receptor TRPV1; TRPV1-expressing cells, Fluo-8 calcium influx, agonist mode; activation, % at 8.33 µM; 0.19% of 320,000 active; AID 540275; in the data active = activation above about 80%; inconclusive = between about 30% and that limit; note: 0% is about no effect
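Fluo-8 calcium influx in TRPV1-expressing cells, kinetic read (ex 480/em 520 nm). Compound added and read 3 min for agonist activity, followed by capsaicin at EC20 final and 2 min further read for enhancement.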
Eya2 inh: inhibitors of human Eya2 phosphatase activity; recombinant Eya2, OMFP fluorescence dephosphorylation (OMFP is methylfluorescein phosphate); Potency, µM (titrated, usually from 76.9 µM), for the others: top-dose activity, negative = inhibition, usual class: inhibitors; 0.006% of 330,000 active; note: potency is the fitted concentration of half-maximal effect; % is set by controls: 0 for no effect and ±100 for the full control effect
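Eya2 protein (added as 0.2 uM solution) was preincubated with compound for 10 min at ambient temperature in 50 mM HEPES pH 7.5, 50 mM NaCl, 5 uM MgCl2, 0.05% BSA, 1 mM DTT. OMFP (added at 50 uM) then reacted 10 min; fluorescence read at 485/525 nm.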
KCNH2 3.1 inh: blocks the human KCNH2 3.1 channel isoform; U2OS KCNH2 3.1, thallium flux FluxOr; active compounds read low; activity change, % (tested at about 1.8 µM); 0.95% of 340,000 active; AID 720553;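 active = maximum activity change below -70%; inconclusive = maximum activity change from -70% to -50%; inactive = maximum activity change above -50%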;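 note: thallium influx rate constant from kinetic fluorescence after stimulation buffer; % is set by controls: 0 for no effect and ±100 for the full control effect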
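Steps: virus added to U2OS suspension (4 h, RT, dark); medium with 10% FBS added, cells plated, 37 C overnight; FluxOr/Red40 loading buffer 45 min RT; stimulation buffer, 2 min kinetic read; rate constant normalized.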
TSHR antag: blocks TSH signaling through the human TSH receptor. activity change, negative = inhibition, % at 11.5 µM. TSHR-expressing cells, TSH-stimulated cAMP HTRF, 2 h; active compounds read low. AID 504810. 0.2% of 330,000 active. P16473;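 active = activity change below a set negative limit, meaning inhibition stronger than a set level, cut at about -70% in these data; inconclusive = activity change between two set negative limits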; note: % is set by controls: 0 for no effect and ±100 for the full control effect
Target sequence (P16473 whole entry, looked up): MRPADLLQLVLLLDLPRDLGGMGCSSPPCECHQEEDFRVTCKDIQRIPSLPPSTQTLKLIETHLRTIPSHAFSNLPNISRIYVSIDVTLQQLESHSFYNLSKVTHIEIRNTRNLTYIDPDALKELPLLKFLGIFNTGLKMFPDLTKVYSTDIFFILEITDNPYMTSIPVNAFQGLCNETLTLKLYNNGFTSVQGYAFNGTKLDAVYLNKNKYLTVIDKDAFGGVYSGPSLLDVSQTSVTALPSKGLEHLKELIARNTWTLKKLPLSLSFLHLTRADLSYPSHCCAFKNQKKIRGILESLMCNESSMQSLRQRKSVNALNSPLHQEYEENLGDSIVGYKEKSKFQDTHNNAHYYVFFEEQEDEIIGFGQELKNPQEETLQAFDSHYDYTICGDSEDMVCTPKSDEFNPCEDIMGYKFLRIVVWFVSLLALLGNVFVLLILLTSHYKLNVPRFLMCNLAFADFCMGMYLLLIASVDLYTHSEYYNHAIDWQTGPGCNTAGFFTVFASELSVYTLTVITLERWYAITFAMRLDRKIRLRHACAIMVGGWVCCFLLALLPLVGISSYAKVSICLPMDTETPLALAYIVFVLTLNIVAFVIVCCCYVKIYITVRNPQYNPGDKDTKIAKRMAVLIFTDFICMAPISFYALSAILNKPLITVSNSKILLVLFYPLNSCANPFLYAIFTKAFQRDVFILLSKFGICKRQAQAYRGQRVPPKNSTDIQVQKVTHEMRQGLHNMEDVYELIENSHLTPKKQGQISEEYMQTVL
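TSHR-expressing cells were treated with compounds, then stimulated with TSH at EC80 (4nM final) for 2 hours at 37 deg C. Cellular cAMP was measured by HTRF competition between lysate cAMP and cAMP-d2 for a cryptate-labelled anti-cAMP antibody.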
Mito fusion act: inhibitors of mitochondrial division or activators of mitochondrial fusion | S. cerevisiae fusion-defective mutant growth rescue, CellTiterGlo 48 h | Potency, µM (titrated, usually from 46.1 µM), without a hit: top-dose growth rescue (activation), hits mostly activators | 0.23% of 320,000 active;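 note: potency is the fitted concentration of half-maximal effect; % of control where 0% means no effect; nearly all actives have a fitted effect of over 45% in size; temperature-sensitive fusion mutants such as fzo1-1 at 37 °C on non-fermentable ethanol glycerol medium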
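Temperature-sensitive fusion-defective S. cerevisiae (e.g. fzo1-1, mgm1-5) were grown with compound in YPEG medium (3% ethanol, 3% glycerol) for 48 hours at 37C. Growth rescue was measured as viability by CellTiterGlo luminescence after 10 minutes at ambient.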
KCNH2 WT inh: blocks the wildtype human KCNH2 potassium channel | Q12809 | U2OS, BacMam KCNH2, thallium flux FluxOr; active compounds read low | activity change, % at 1.84 µM | 0.37% of 340,000 active | AID 720551;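 active = maximum activity change below -70%; inconclusive = maximum activity change between -70% and -50%; inactive = maximum activity change above -50%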; note: % is set by controls: 0 for no effect and ±100 for the full control effect
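U2OS cells were transduced with wild-type KCNH2 virus (2.03 x 10^8 / mL) for 4 h at room temperature, then cultured overnight at 37 C. Thallium flux was read with FluxOr dye. Rate constants were normalized to DMSO controls.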
ELG1 repair inh: ELG1-dependent DNA repair inhibition; 2.3% of 330,000 active; HEK293T ELG1-luciferase reporter, luminescence, 16 h; DNA damage induced by 5-fluorouridine; Potency, µM (series often up to 46.1 µM), for the others: at the top dose activity change, negative = inhibition, hits mostly inhibitors; AID 504467; note: potency is the fitted concentration of half-maximal effect; % is set by controls: 0 for no effect and ±100 for the full control effect; nearly all actives have a fitted effect of over 55% in size
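Overnight (16 hr) co-exposure of 2,000 cells/well to 5-fluorouridine and compound at 37 °C preceded detection. Luciferase was quantified via ONE-Glo luminescence; loss of signal denotes inhibition.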
TCR activator: T cell receptor activation | 330,000 tested, under 10 active | Potency, µM (series often up to 9.22 µM), for the others: at the top dose activation of IL-2 secretion, usual class: activators | AID 504894 | primary human leukocytes, anti-CD3, IL-2 HTRF, 48 h; note: % of control where 0% means no effect
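Activity was scored as IL-2 release from primary human leukocytes given only a TCR signal (a-CD3 beads) plus compound for 48 hr. Detection used a two-antibody HTRF format read at 665nm.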
Starred values were filed as active, the others as inactive; ? = inconclusive; . = not tested or not shown; & = joins results of further samples; [ ] = another dose, or the depositor's remark. Unless noted, calls come from the whole dose curve; as a rule, active = well fitted curve in the direction sought with a large enough effect; inconclusive = small, poorly fitted or top-dose-only effect, or another doubt; inactive = no such curve, though single readings can be large; an effect the other way counts as inactive or inconclusive. Some of the compounds tested; count on the stated rates, not on these rows.

compound	KCNH2 3.1 inh	A-T KAP1 phos	TCR activator	TRPV1 ag	ELG1 repair inh	Eya2 inh	USP2a block	KCNH2 WT inh	TSHR antag	Mito fusion act
O=C(CCn1c2c(c3ccccc31)CCCC2)NNC(=O)c1ccccc1[N+](=O)[O-]	-15	-4%	6%[46.1 µM]	0	-20%	3%	0%	-1	15	-3%
O=C(NCc1ccccc1)c1ccccc1-c1nc2ccccc2[nH]1	-6	6%	6%	?	19%	-3%	0%	4	2	3%
CCNC(=S)N1CCC(C(O)(c2ccccc2)c2ccccc2)CC1	6	-1%	.	5	-8%	-4%	0%	-4	-3	1%
CCOC(=O)c1ccc(N2C(=O)CC(SCC(N)C(=O)OCC)C2=O)cc1 (stereo not drawn)	-13	1%	-2%	-2	1%	8%	-2%	-3	26	-4%
O=C(NCCC1CC1(Cl)Cl)c1ccc([N+](=O)[O-])cc1 (stereo not drawn)	11	-2%	2%	30	?	-3%	5%	-3	-6	1%
O=C(NCCCc1ccccc1)N1CCOCC1	13	-3%	-3%	-4	?	-4%	-1%	-1	6	1%
Cc1ccc(CNC(=O)NCc2ccccc2)cc1	-5	4%	3%	?	?	9%	0%	-7	10	-5%
Cc1ccnc(N2C(=O)C3C4CC(C(Br)C4Br)C3C2=O)c1 (stereo not drawn)	42	6%	-10%	.	4%	-22%	1%	9	-5	2%
O=C(N/N=C/c1coc2ccccc2c1=O)c1cn(-c2ccccc2)nc1-c1ccccc1	17	6%	7%[46.1 µM]	-3	-8%	11%	-2%	2	-13	-1%
Cc1cc(Cl)c(S(=O)(=O)NC(C(=O)O)c2ccccc2)cc1OCC(N)=O (stereo not drawn)	16	0%	2%	-1	10%	15%	5%	-10	6	-9%
CNCc1ccccc1Sc1cc(O)ccc1O	6	-7%	2%[46.1 µM]	4	4%	6%	1%	7	-4	0%
CCCc1nnc(NC(=O)CSc2nc3ccccc3[nH]2)s1	2	5%	-1%	-3	8%	1%	-1%	2	18	-8%
CCn1c(C2CC(=O)N(c3cc(C)cc(C)c3)C2)nc2ccccc21 (stereo not drawn)	-16	-7%	0%	23	-9%	-33%	2%	1	7	3%
COc1ccc(NC(=O)C(Sc2ccccc2)c2ccccc2)c(OC)c1 (stereo not drawn)	?	4%	-3%[46.1 µM]	13	-20%	-6%	0%	-3	-7	0%
COc1cc(OC)nc(Oc2ccc(N)c(C)c2)n1	6	-8%	-11%	1	4%	1%	3%	-3	18	4%
Cc1[nH]nc(N=CC2=C(O)CC(C)(C)CC2=O)c1-c1ccccc1	9&5	-4%	1%&1%	3	13%	4%	0%	-1&-10	-5	-1%
COC(=O)c1cn(NC(=O)Cc2cccc(OC)c2)c(=O)c2ccccc12	2	5%	2%[46.1 µM]	?	4%	-3%	5%	19	-7	-3%
O=C(CN1CCN(c2ccccc2O)CC1)Nc1cccnc1Cl	-12	3%	-20%	-2	?	17%	1%	-21	0	7%
Cc1ccc(OCCOCCn2cnc3ccccc3c2=O)cc1C	.	4%	.	0	-13%	-1%	1%	.	-5	13%
CCOC(=O)Cn1nc(C)n(-c2ccc(Cl)cc2)c1=O	-7	1%	10%	-2	11%	1%	0%	6	-3	0%
N#C/C(=C\c1cccc(Oc2ccccc2)c1)C(=O)N1CCOCC1	-2	21%	1%	?	13%	-3%	-1%	-5	-11	6%
CC(=O)Nc1ccc(Nc2ncnc3c2cnn3-c2cccc(C)c2)cc1	15	6%	0%	-3	?	12%	2%	-3	-10	-1%
CCc1noc(C)c1C(=O)NNC(=O)COc1ccccc1C	3	1%	-2%	-1	8%	6%	0%	-2	1	-5%
O=c1oc(-c2ccc(Br)o2)nc2ccccc12	-6	1%	-4%	-1	?	14%	0%	7	-10	-1%
COCC(C)n1c(C)cc(C(=O)COC(=O)c2nc3nc(C)cc(C)n3n2)c1C (stereo not drawn)	3	-4%	1%	-1	20%	7%	-2%	10	-4	0%
Cc1nn(S(=O)(=O)c2cccc([N+](=O)[O-])c2)c(C)c1S(=O)(=O)N1CCOCC1	0	-3%	-5%	-3	-3%	5%	-2%	-6	-2	-10%
CC1CC(C)CN(C(=O)CCCn2c(=S)[nH]c3ccccc3c2=O)C1 (stereo not drawn)	12	-2%	2%	?	?	-3%	0%	-8	10	-4%
CC1=C(C(=O)c2ccccc2)C(c2cn(-c3ccccc3)nc2-c2ccc(Cl)cc2)NC(=S)N1 (stereo not drawn)	-17	-4%	2%	-2	-5%	-20%	-1%	-1	-1	-14%
CCOc1ccc(Oc2cc(C)nc(SC)n2)nn1	1	0%	-2%[46.1 µM]	1	?	2%	-1%	-2	10	-2%
COC(=O)[C@@H](NC(=O)c1ccccc1)[C@@H](C)O	-14	4%	0%	1	14%	22%	2%	-3	-6	0%
CC1=Nc2ccccc2N=C(NC(=O)CN2CCN(c3ccc(F)cc3)CC2)C1c1ccccc1 (stereo not drawn)	-22	4%	2%	2	2%	-23%	3%	8	-1	-2%
O=C(CSc1nnc(NC(=O)C2CCC2)s1)Nc1ccccc1Br	-11	3%	1%	1	9%	5%	9%	-18	-3	-3%
CC(=O)Nc1ccc(NC(=O)Nc2ccc(C)cc2C)cc1	-12	2%	6%	-1	5%	-10%	2%	0	1	5%
CC1Cc2ccccc2N1C(=O)CSc1nnnn1Cc1ccccc1 (stereo not drawn)	-6	2%	-3%	?	-13%	-9%	-3%	0	-1	8%
O=S1CC/C(=N\O)c2ccccc21 (stereo not drawn)	-29	-5%	-3%[46.1 µM]	3	-6%	4%	4%	2	-1	-3%
COc1ccc(NC(=O)CCC(=O)c2ccc(C(C)C)cc2)cc1	-1	-3%	-2%	?	2%	0%	1%	-10	5	-1%
COc1ccc(N2CCN(C(=O)CN3C(=O)NC4(CCCCC4C)C3=O)CC2)cc1 (stereo not drawn)	-8	0%	6%[46.1 µM]	.	-2%	2%	4%	-7	1	.
Cc1ccc(-n2c(CSc3nc(C)cc(C)n3)nnc2SCC(=O)N2CCCC2)cc1	6	-7%	-7%	3	35%	5%	-1%	2	-5	4%
CCOCCn1c(=NC(=O)CSCC(=O)Nc2cc(C)on2)sc2cc(OC)ccc21	9	-6%	-3%	-2	15µM*	12%	-1%	-3	3	1%
COc1ccc(C(=O)NCc2ccncc2)cc1S(=O)(=O)N1CCOCC1	10	-1%	5%	-2	6%	-17%	1%	-11	16	0%

Exported with each value named: part of the list above.
CCOCCn1c(=NC(=O)CSCC(=O)Nc2cc(C)on2)sc2cc(OC)ccc21
- KCNH2 3.1 inh: 9
- A-T KAP1 phos: -6%
- TCR activator: -3%
- TRPV1 ag: -2
- ELG1 repair inh: 15µM*
- Eya2 inh: 12%
- USP2a block: -1%
- KCNH2 WT inh: -3
- TSHR antag: 3
- Mito fusion act: 1%
O=C(CSc1nnc(NC(=O)C2CCC2)s1)Nc1ccccc1Br
- KCNH2 3.1 inh: -11
- A-T KAP1 phos: 3%
- TCR activator: 1%
- TRPV1 ag: 1
- ELG1 repair inh: 9%
- Eya2 inh: 5%
- USP2a block: 9%
- KCNH2 WT inh: -18
- TSHR antag: -3
- Mito fusion act: -3%

(listing goes on)
compound	KCNH2 3.1 inh	A-T KAP1 phos	TCR activator	TRPV1 ag	ELG1 repair inh	Eya2 inh	USP2a block	KCNH2 WT inh	TSHR antag	Mito fusion act
Cc1sc(NC(=O)CSc2nnnn2C2CCCC2)c(C#N)c1C	-3	5%	2%	16	?	4%	1%	7	-9	0%
CC(Sc1nc(N)cc(=O)[nH]1)C(=O)NNC(=O)c1cccc(Cl)c1 (stereo not drawn)	1	7%	-1%	12	?	-2%	1%	-9	5	1%
CCCCn1c(N)c(N(CC(C)C)C(=O)CN(C)S(=O)(=O)c2ccc(NC(C)=O)cc2)c(=O)[nH]c1=O	14	5%	-3%	-2	24%	-8%	1%	2	28	-4%
CN1CCN(C(=O)c2ccc(-c3ccccc3)cc2)CC1	-7	0%	.	14	4%	6%	0%	-5	-1	1%
Cc1cccc(NC(=O)c2ccc(C(=O)c3ccccc3)cc2)n1	-1	5%	-4%	?	?	6%	3%	0	-19	?
COc1cc2c(cc1OC)CN(S(=O)(=O)c1ccc(Cl)nc1)CC2	4	-2%	3%	?	-14%	-26%	1%	3	25	1%
CC1CCCC(C)N1CCNC(=O)CCc1nnc2n(Cc3ccccc3)c(=O)c3ccccc3n12 (stereo not drawn)	-2	1%	-1%	-2	11%	-14%	-2%	17	7	-2%
COc1ccc2nc(N(CCN(C)C)C(=O)c3ccc4ccccc4c3)sc2c1	-15	-3%	4%	-1	14%	-3%	4%	17	6	-1%
COC(=O)c1ccccc1NC(=O)c1noc2c1CCCC2	-7	-3%	.	10	?	-8%	8%	3	-8	?
Cc1cccc(NS(=O)(=O)c2c(C)nc3scc(C)n3c2=O)c1	3	.	0%	17	-4%	-2%	-1%	-5	-1	1%
COc1ccc(OC)c(S(=O)(=O)N/N=C\c2cn(CC(N)=O)c3ccccc23)c1	.	9%	-2%	4	?	-1%	1%	4	-9	-2%
